hIAP act: increases human intestinal alkaline phosphatase activity. purified human IAP, CDP-Star luminescence, 30 min; stronger effect = higher value; 1 = vehicle-only enzyme, 0 = enzyme-free background. activation factor at 10 µM. actives 0.16% (n = 330,000). AID 2524;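 active = activation factor of the enzyme at least 2-fold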; also: the source names both 10 and 20 µM as test concentration; values of inactives mirror those of a sister screen read the other way
Target sequence (P09923 whole entry, looked up): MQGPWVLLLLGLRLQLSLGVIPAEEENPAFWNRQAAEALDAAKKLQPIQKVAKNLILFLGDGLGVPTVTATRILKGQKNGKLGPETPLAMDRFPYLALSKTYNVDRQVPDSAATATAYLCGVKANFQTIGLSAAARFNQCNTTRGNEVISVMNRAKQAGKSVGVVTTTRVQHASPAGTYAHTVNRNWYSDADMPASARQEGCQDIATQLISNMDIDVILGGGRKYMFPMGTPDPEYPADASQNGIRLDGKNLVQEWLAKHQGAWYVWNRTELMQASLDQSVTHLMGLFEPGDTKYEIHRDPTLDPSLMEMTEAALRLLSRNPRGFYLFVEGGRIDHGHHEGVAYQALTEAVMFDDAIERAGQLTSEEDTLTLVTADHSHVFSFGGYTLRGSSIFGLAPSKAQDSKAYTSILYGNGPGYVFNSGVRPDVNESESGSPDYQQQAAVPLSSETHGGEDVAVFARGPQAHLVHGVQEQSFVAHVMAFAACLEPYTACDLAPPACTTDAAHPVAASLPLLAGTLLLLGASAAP
mIAP block: mouse IAP inhibition; purified mouse IAP, CDP-Star luminescence, 30 min; inhibition, % at 10 µM; actives 0.2% (n = 330,000);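 active = inhibition of at least 40% at 10 µM in the primary screen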;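 also: plate controls were DMSO with enzyme for no effect and no enzyme wells for full effect; values of inactives mirror those of a sister screen read the other way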
mIAP act: increases mouse intestinal alkaline phosphatase activity. muIAP, CDP-Star luminescence, 30 min; stronger effect = higher value; 1 = vehicle-only enzyme signal, 0 = enzyme-free wells. activation factor at 10 µM. actives 0.24% (n = 330,000). AID 2805;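 active = activation factor of at least 2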; also: the source names both 10 and 20 µM as test concentration; values of inactives mirror those of a sister screen read the other way
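Assay system: mouse IAP enzyme; reagent: chemiluminescent substrate CDP-Star; dosing: test compounds delivered from DMSO solution; schedule: 30 min at room temperature; measured by: luminescence from enzymatic CDP-Star hydrolysis; controls: DMSO-only wells and no-enzyme negative control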
SENP1 inh: inhibitors of human SENP1 SUMO protease catalytic domain | Q9P0U3 | recombinant SENP1 catalytic domain, CyPet-SUMO1-YPet FRET cleavage | inhibition, % at 10 µM | actives 0.21% (n = 360,000);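 active = inhibition at least 30% at 10 µM, raw YFP signal under a set limit, fluorescence ratio 0.5 to 1.5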;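 also: 0% = enzyme with DMSO and 100% = no enzyme wells; some results filed as inactive read as strong as hits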
Target sequence (Q9P0U3 419-644 limits assumed): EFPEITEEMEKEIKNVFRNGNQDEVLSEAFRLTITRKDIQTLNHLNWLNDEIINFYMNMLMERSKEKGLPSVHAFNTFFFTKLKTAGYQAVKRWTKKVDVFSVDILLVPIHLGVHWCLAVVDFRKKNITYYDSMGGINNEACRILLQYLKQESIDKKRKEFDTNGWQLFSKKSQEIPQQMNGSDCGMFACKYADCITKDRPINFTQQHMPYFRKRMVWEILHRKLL
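Assay system: hSENP1 catalytic domain, recombinant. Amount: SENP1 enzyme, 20 pM final. Schedule: 50 min reaction, RT, dark. Technique: FRET, CFP and YFP emission. Control set: no-enzyme wells low, DMSO-plus-enzyme wells high control.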
MIN6 prolif: inducers of beta-cell replication in MIN6 cells. MIN6 cells proliferation, ATPlite luminescence, 48 h; cells starved in 0.2% serum; 100% = growth in 10% serum. proliferation, % at 10 µM. actives 0.29% (n = 330,000);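 active = compounds whose signal lies at least 3.5 SD above the mean of all wells on their plate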;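 also: 0% = DMSO-treated cells in low-serum medium and 100% = 10% serum control; some compounds called inactive have numbers as strong as hits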
APOBEC3G inh: APOBEC3G (human) deaminase inhibition; recombinant A3G, ssDNA deamination FAM/TAMRA fluorescence; inhibition, % at 20 µM; AID 493012; actives 0.28% (n = 330,000);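 active = inhibition of at least 40% at 20 µM, with no more than 30% in the related APOBEC3A deaminase screen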;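 also: plate controls were DMSO wells with A3G for no effect and wells lacking A3G enzyme for full effect; some compounds called inactive have numbers as strong as hits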
NLRP3 yeast inh: NALP3 inhibition in yeast | Yeast reconstituted NLRP3/ASC/caspase-1, beta-gal luminescence, 24 h | inhibition, % at 10 µM | actives 0.39% (n = 330,000);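 active = inhibition of 50% or more; inactive = inhibition below 50%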;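 also: plate controls were induced DMSO wells for no effect and uninduced yeast grown without galactose for full effect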
A3A deaminase: inhibitors of human APOBEC3A DNA deaminase | recombinant A3A, FAM/TAMRA ssDNA deamination fluorescence | inhibition, % at 20 µM | actives 0.41% (n = 330,000) | P31941;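 active = at least 40% inhibition at 20 µM here, with at most 30% in a related deaminase screen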;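 also: plate controls were A3A with DMSO for no effect and wells lacking A3A enzyme for full effect; some results filed as inactive read as strong as hits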
Target sequence (P31941 whole entry, looked up): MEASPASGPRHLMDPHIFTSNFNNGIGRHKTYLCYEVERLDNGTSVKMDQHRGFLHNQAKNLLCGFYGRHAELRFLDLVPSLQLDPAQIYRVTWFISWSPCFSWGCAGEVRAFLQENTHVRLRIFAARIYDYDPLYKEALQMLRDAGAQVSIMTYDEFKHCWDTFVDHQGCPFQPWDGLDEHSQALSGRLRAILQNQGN
hIAP block: human IAP inhibition. P09923. purified IAP, CDP-Star luminescence, 30 min. inhibition, % at 10 µM. actives 0.12% (n = 330,000). AID 2544;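 active = inhibition reaching a set limit with compound at 10 µM in the primary screen, cut at about 35% in these data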;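 also: plate controls were DMSO wells with enzyme for no effect and no-enzyme buffer wells for full effect; values of inactives mirror those of a sister screen read the other way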
Numbers without * were called inactive. Only part of the results is shown; the hit share may differ from the screen's.

Screening OC(CNC1CCCCC1)CNC1CCCCC1 returned hIAP act 1, mIAP block -2, mIAP act 1, SENP1 inh 1, MIN6 prolif -4, APOBEC3G inh -4, NLRP3 yeast inh 8, A3A deaminase -3 and hIAP block -4.
C=CCC1(N(C(C)=O)c2ccccc2C)CCCCC1 was read as hIAP act 1, mIAP block 3, mIAP act 0.97, SENP1 inh 0, MIN6 prolif -2, APOBEC3G inh -8, NLRP3 yeast inh -24, A3A deaminase 0 and hIAP block -1.
Screening CCCCCC(=O)N(O)C1CC(=O)N(c2ccccc2)C1=O (stereo not given) returned hIAP act 1, mIAP block 7, mIAP act 0.93, SENP1 inh 0, MIN6 prolif -5, APOBEC3G inh 42*, NLRP3 yeast inh -4, A3A deaminase 0 and hIAP block -5.
`CC(c1nccs1)N(C)C(=O)CCc1nnc(Cc2c[nH]c3ccccc23)o1` (stereo not given) gave hIAP act 1, mIAP block -3, mIAP act 1, SENP1 inh -2, MIN6 prolif 1, APOBEC3G inh -5, NLRP3 yeast inh -7, A3A deaminase -3 and hIAP block -3.
COC(=O)[C@]1(C)N[C@H](CN(C)C(=O)c2ccccc2)[C@@H]2C(=O)N(Cc3ccccc3)C(=O)[C@@H]21 was read as hIAP act 1.1, mIAP block -6, mIAP act 1.1, SENP1 inh 1, MIN6 prolif 0, APOBEC3G inh -4, NLRP3 yeast inh 6, A3A deaminase -1 and hIAP block -10.
For CCCC[C@@H]1CNCCN1CCc1cc(C(F)(F)F)cc(C(F)(F)F)c1 the results were hIAP act 0.93, mIAP block 6, mIAP act 0.94, SENP1 inh -3, MIN6 prolif -8, APOBEC3G inh -1, NLRP3 yeast inh 22, A3A deaminase -2 and hIAP block 7.
For O=C(N/N=C/c1cccnc1)C1CC1(c1ccccc1)c1ccccc1 (stereo not given) the results were hIAP act 1, mIAP block 1, mIAP act 0.99, SENP1 inh -1, MIN6 prolif 0, APOBEC3G inh -4, NLRP3 yeast inh 13, A3A deaminase -1 and hIAP block 0.
CCCNC(=O)CSc1nnc(-c2ccc(F)cc2)o1 was read as hIAP act 1.1, mIAP block 7, mIAP act 0.93, SENP1 inh -5, MIN6 prolif 2, APOBEC3G inh -9, NLRP3 yeast inh -4, A3A deaminase -4 and hIAP block -10.
`COc1ccc(OCC(=O)Nc2ccc(Cl)cc2)cc1` gave hIAP act 0.92, mIAP block 9, mIAP act 0.91, SENP1 inh 0, MIN6 prolif -3, APOBEC3G inh -6, NLRP3 yeast inh 41, A3A deaminase -3 and hIAP block 8.
CC(Oc1ccc(F)cc1)C(=O)Nc1ccc(S(=O)(=O)NC2=NCCCCC2)cc1 (stereo not given) was read as hIAP act 0.94, mIAP block 0, mIAP act 1, SENP1 inh 1, MIN6 prolif -3, APOBEC3G inh -2, NLRP3 yeast inh 7, A3A deaminase -2 and hIAP block 6.
`CCOc1ccc(NC(=O)CCC(=O)NNC(=O)COc2ccccc2C)cc1` gave hIAP act 1.3, mIAP block 13, mIAP act 0.87, SENP1 inh 0, MIN6 prolif 1, APOBEC3G inh -7, NLRP3 yeast inh 8, A3A deaminase -4 and hIAP block -34.
COc1cc(NC(=O)CCN2CCN(c3ccccc3F)CC2)cc(OC)c1 was read as hIAP act 0.98, mIAP block -5, mIAP act 1, SENP1 inh -1, MIN6 prolif 0, APOBEC3G inh -10, NLRP3 yeast inh 1, A3A deaminase -1 and hIAP block 2.
`CNC(=O)CN(c1cc(OCCOC)c(Cl)cc1Cl)S(=O)(=O)c1ccc(OC)cc1` gave hIAP act 1.1, mIAP block -2, mIAP act 1, SENP1 inh 2, MIN6 prolif -3, APOBEC3G inh -1, NLRP3 yeast inh 11, A3A deaminase 2 and hIAP block -7.
`CCCOC(=O)c1c(NC(=O)CCC(=O)O)sc2c1CCCCC2` gave hIAP act 1.1, mIAP block 8, mIAP act 0.92, SENP1 inh 1, MIN6 prolif -1, APOBEC3G inh 0, NLRP3 yeast inh 12, A3A deaminase 2 and hIAP block -9.
CCCC1NC(C(=O)O)Cc2c1[nH]c1ccccc21 (stereo not given) was read as hIAP act 1.1, mIAP block -2, mIAP act 1, SENP1 inh -123, MIN6 prolif 3, APOBEC3G inh -7, NLRP3 yeast inh 11, A3A deaminase -6 and hIAP block -6.
For CSc1nc2ccc(NC(=O)C3CCCO3)cc2s1 (stereo not given) the results were hIAP act 0.99, mIAP block 4, mIAP act 0.96, SENP1 inh 1, MIN6 prolif 0, APOBEC3G inh -2, NLRP3 yeast inh 21, A3A deaminase 1 and hIAP block 1.
Screening Cn1c(=O)cc(OCC(=O)NCCc2ccc(Cl)cc2)c2ccccc21 returned hIAP act 1.2, mIAP block -4, mIAP act 1, SENP1 inh 2, MIN6 prolif -1, APOBEC3G inh 0, NLRP3 yeast inh 18, A3A deaminase 2 and hIAP block -18.
Screening O=C(O)C1C2CCC(O2)C1C(=O)Nc1ccc(F)cc1 (stereo not given) returned hIAP act 1, mIAP block -3, mIAP act 1, SENP1 inh 0, MIN6 prolif -2, APOBEC3G inh 4, NLRP3 yeast inh -3, A3A deaminase 2 and hIAP block -5.
CNCCC=C1c2ccccc2C=Cc2ccccc21 was read as hIAP act 0.9, mIAP block 6, mIAP act 0.94, SENP1 inh 0, MIN6 prolif -6, APOBEC3G inh -5, NLRP3 yeast inh 35, A3A deaminase -1 and hIAP block 10.
`CCc1nnc(NC(=O)c2ccc(Br)o2)s1` gave hIAP act 1.1, mIAP block -1, mIAP act 1, SENP1 inh 0, MIN6 prolif -2, APOBEC3G inh -2, NLRP3 yeast inh 21, A3A deaminase 0 and hIAP block -11.
`O=S(=O)(Nc1ccc(O)c(Sc2nc3ccccc3s2)c1)c1ccc(F)cc1` gave hIAP act 0.95, mIAP block 3, mIAP act 0.96, SENP1 inh 0, MIN6 prolif -4, APOBEC3G inh 0, NLRP3 yeast inh -4, A3A deaminase 3 and hIAP block 5.
Screening Cn1c(=O)n(C)c2cc(C(N)=O)ccc21 returned hIAP act 1.2, mIAP block -5, mIAP act 1, SENP1 inh 2, MIN6 prolif 0, APOBEC3G inh -5, NLRP3 yeast inh -1, A3A deaminase -1 and hIAP block -22.
Screening CC(C)N1C(=O)CCC1C(=O)NCCc1ccccc1 (stereo not given) returned hIAP act 0.88, mIAP block 5, mIAP act 0.95, SENP1 inh -1, MIN6 prolif -1, APOBEC3G inh -8, NLRP3 yeast inh 11, A3A deaminase -2 and hIAP block 12.
CC(=O)Oc1ccc2c(C)cc(=O)oc2c1C(=O)c1ccccc1 was read as hIAP act 1, mIAP block -6, mIAP act 1.1, SENP1 inh -2, MIN6 prolif -2, APOBEC3G inh -1, NLRP3 yeast inh 1, A3A deaminase 2 and hIAP block -4.
For Cc1ccc(CNn2cnnc2SCC(=O)NC(C)(C)C)cc1 the results were hIAP act 1, mIAP block -6, mIAP act 1.1, SENP1 inh 3, MIN6 prolif -1, APOBEC3G inh -9, NLRP3 yeast inh 10, A3A deaminase -5 and hIAP block -3.
`O=C(O/N=C1\CCS(=O)(=O)c2sccc21)c1ccc(F)cc1` gave hIAP act 0.97, mIAP block -11, mIAP act 1.1, SENP1 inh 7, MIN6 prolif -3, APOBEC3G inh -6, NLRP3 yeast inh 6, A3A deaminase 1 and hIAP block 3.
`O=C(NCc1cccc(Cl)c1)C1CCCN(c2ncnc3c2nc2n3CCCCC2)C1` (stereo not given) gave hIAP act 1.2, mIAP block -7, mIAP act 1.1, SENP1 inh 1, MIN6 prolif 4, APOBEC3G inh -7, NLRP3 yeast inh -3, A3A deaminase -1 and hIAP block -16.
`NC(=O)CSc1ncnc2c1oc1ccccc12` gave hIAP act 1, mIAP block 0, mIAP act 1, SENP1 inh 0, MIN6 prolif 0, APOBEC3G inh -2, NLRP3 yeast inh 13, A3A deaminase 4 and hIAP block -3.
`COc1cc(C(=O)OCC(=O)NCc2ccccc2)cc(NC(=O)c2ccco2)c1OC` gave hIAP act 0.95, mIAP block -4, mIAP act 1, SENP1 inh 4, MIN6 prolif 0, APOBEC3G inh -3, NLRP3 yeast inh 11, A3A deaminase 1 and hIAP block 5.
Cn1ccnc1SCC(=O)n1c2c(c3ccccc31)CCCC2 was read as hIAP act 1.1, mIAP block -10, mIAP act 1.1, SENP1 inh -3, MIN6 prolif 0, APOBEC3G inh -2, NLRP3 yeast inh -1, A3A deaminase 0 and hIAP block -14.

Molecules listed so far that contain four or more nitrogen atoms, in the order listed:
`CC(c1nccs1)N(C)C(=O)CCc1nnc(Cc2c[nH]c3ccccc23)o1` (stereo not given) gave hIAP act 1, mIAP block -3, mIAP act 1, SENP1 inh -2, MIN6 prolif 1, APOBEC3G inh -5, NLRP3 yeast inh -7, A3A deaminase -3 and hIAP block -3.
For Cc1ccc(CNn2cnnc2SCC(=O)NC(C)(C)C)cc1 the results were hIAP act 1, mIAP block -6, mIAP act 1.1, SENP1 inh 3, MIN6 prolif -1, APOBEC3G inh -9, NLRP3 yeast inh 10, A3A deaminase -5 and hIAP block -3.
`O=C(NCc1cccc(Cl)c1)C1CCCN(c2ncnc3c2nc2n3CCCCC2)C1` (stereo not given) gave hIAP act 1.2, mIAP block -7, mIAP act 1.1, SENP1 inh 1, MIN6 prolif 4, APOBEC3G inh -7, NLRP3 yeast inh -3, A3A deaminase -1 and hIAP block -16.

Other entries.
For COc1cc2c(cc1OC)C(CC(=O)O)N(C(=O)CC1CCCC1)CC2 (stereo not given) the results were hIAP act 0.99, mIAP block 4, mIAP act 0.96, SENP1 inh -1, MIN6 prolif 0, APOBEC3G inh -12, NLRP3 yeast inh 3, A3A deaminase -3 and hIAP block 1.
Screening O=C(NNC1CC(=O)N(c2cccc(Cl)c2)C1=O)c1cccnc1 (stereo not given) returned hIAP act 0.96, mIAP block 4, mIAP act 0.96, SENP1 inh 1, MIN6 prolif -1, APOBEC3G inh -8, NLRP3 yeast inh 2, A3A deaminase -7 and hIAP block 4.
`Clc1ccc(Cc2nc(-c3ccncc3)no2)cc1` gave hIAP act 1.1, mIAP block 3, mIAP act 0.97, SENP1 inh 1, MIN6 prolif -1, APOBEC3G inh -6, NLRP3 yeast inh 14, A3A deaminase -3 and hIAP block -10.
For CCOC(=O)c1c(-c2ccccc2)oc2ccc(O)c(CN(C)C)c12 the results were hIAP act 0.95, mIAP block -1, mIAP act 1, SENP1 inh -13, MIN6 prolif -4, APOBEC3G inh -5, NLRP3 yeast inh 11, A3A deaminase -2 and hIAP block 5.

Source: PubChem (Sanford-Burnham Center for Chemical Genomics)
